Glyco luc inh = blocks N-linked glycosylation in D54 reporter cells. AID 588692. reporter increase, % at 12.5 µM. 0.23% of 360,000 active. D54 ERlucT glycosylation luciferase reporter, 24 h; percent of 100 nM tunicamycin response;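 active = mean luciferase reporter signal, scaled so untreated is 0 and the glycosylation-blocking control 100, at or above a set limit in every replicate; inconclusive = mean reaches the limit but not every replicate does; inactive = mean below the limit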;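 note: luciferase carries N-glycosylation sites so blocking glycosylation raises the light; 0% = median of neutral control wells and 100% = median of 100 nM tunicamycin wells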
aDG glyco up = alpha-DG glycosylation activation; Pro5-aDG cells, alpha-DG glycosylation AlphaScreen (IIH6); 0% Pro5, 100% B10-LARGE cell signal; activation, % at 10 µM; 0.22% of 360,000 active; AID 624168;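 active = activation of at least 8% versus controls, or a plate z-score of at least 8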;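 note: Pro5 are CHO cells carrying HIG-tagged alpha-DG that lacks glycosylation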
PDI turbidity = PDI (human) enzyme inhibition; 0.052% of 350,000 active; PDI insulin aggregation turbidity, A650, 90 min; AID 588391; inhibition, % at 10 µM;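 active = mean inhibition across replicates of 30% or more, whatever share of single replicates reach that level; inconclusive = mean inhibition below 30% while every single replicate reaches 30%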;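 note: absorbance from insulin aggregation driven by PDI reduction with DTT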
Cardio protect = protects H9c2 cardiomyocytes from peroxide injury. 0.63% of 360,000 active. H2O2 injury protection, ATPLite, 2 h. protection from H2O2 cell death, % at 20 µM;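 active = compounds giving at least 50% protection of heart cells from peroxide-induced death in the single-dose screen, raw or plate-pattern-corrected value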;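 note: 0% = DMSO wells with peroxide and 100% = DMSO wells without peroxide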
Vif imaging = inhibitors of HIV Vif. HEK293T cells, Vif self-association by quenched fluorescence, imaging, 24 h. inhibition, % at 7.49 µM. 0.35% of 340,000 active. AID 602346; in the data active = inhibition above about 50%, passing the limit was not always enough; inconclusive = no clear call, values can overlap the other calls; inactive = below about 31%; note: some results filed as inactive read as strong as hits
MC4R barr agon = activates human MC4R beta-arrestin recruitment; AID 540308; activation, % at 8.9 µM; U2OS MC4R beta-arrestin complementation, luminescence; percent of melanotan II response, DMSO zero; 0.98% of 360,000 active; P32245;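 active = activation above a per-plate cutoff, the mean activation of sample wells on that plate plus 3 SD, cut at about 8% in these data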
Target sequence (P32245 whole entry, looked up): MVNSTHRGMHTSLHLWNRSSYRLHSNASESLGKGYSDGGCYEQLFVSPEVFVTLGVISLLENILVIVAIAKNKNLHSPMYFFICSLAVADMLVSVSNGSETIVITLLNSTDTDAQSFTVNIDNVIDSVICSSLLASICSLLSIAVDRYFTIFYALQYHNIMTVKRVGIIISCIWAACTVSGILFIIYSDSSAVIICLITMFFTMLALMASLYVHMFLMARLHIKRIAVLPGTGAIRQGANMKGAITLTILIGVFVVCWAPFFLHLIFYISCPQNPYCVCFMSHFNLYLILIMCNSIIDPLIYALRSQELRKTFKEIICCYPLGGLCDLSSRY
ABCB6 inh MLPCN = blocks the human ABCB6 transporter | Q9NP58 | K562-ABCB6 porphyrin accumulation, flow cytometry, 1 h; hits give low values | 0.19% of 360,000 active | fluorescence ratio to DMSO, % at 10 µM;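 active = fluorescence ratio to DMSO below 75%, the collection mean minus 3 SD; inconclusive = too few cells collected in the well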;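 note: signal is porphyrin accumulated inside mitochondria; 100% equals median channel fluorescence of DMSO control wells; lower ratio means ABCB6 inhibition with less porphyrin fluorescence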
m5-HT2A agonist = mouse HTR2A agonism via beta-arrestin recruitment; P35363; CHO-K1 mHTR2A beta-arrestin complementation, luminescence; percent of 30 µM serotonin response; activation, % at 7.6 µM; 0.66% of 360,000 active;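 active = activation above a run cutoff, the mean activation of all tested compounds plus 3 SD, cut at about 14% in these data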;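 note: 0% = plate median of compound wells and 100% = 30 µM serotonin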
Target sequence (P35363 whole entry, looked up): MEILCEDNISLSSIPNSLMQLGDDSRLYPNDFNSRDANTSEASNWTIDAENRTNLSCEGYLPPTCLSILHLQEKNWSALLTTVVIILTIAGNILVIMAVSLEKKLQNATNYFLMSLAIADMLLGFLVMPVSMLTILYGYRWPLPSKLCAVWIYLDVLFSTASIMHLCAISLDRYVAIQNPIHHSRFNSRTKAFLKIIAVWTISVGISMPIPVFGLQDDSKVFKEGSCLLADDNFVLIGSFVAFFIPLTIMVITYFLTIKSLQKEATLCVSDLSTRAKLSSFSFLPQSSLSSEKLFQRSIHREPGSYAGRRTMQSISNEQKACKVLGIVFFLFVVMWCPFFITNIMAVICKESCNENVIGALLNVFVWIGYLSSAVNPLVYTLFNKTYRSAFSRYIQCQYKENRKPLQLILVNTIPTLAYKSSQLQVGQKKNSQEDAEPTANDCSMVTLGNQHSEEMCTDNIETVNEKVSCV
MC4R antag cAMP = human MC4R antagonism in cAMP assay | P32245 | AID 540295 | MC4R-expressing cells, MTII-stimulated cAMP, LANCE TR-FRET | 0.48% of 360,000 active | inhibition, % at 6.5 µM;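 active = inhibition above its plate's cutoff, the mean of tested wells on that plate plus 3 SD, cut at about 29% in these data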;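 note: 0% = Melanotan II alone and 100% = Melanotan II plus saturating MCL0020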
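System – human MC4R-expressing U2OS cells · Also added – Melanotan II · Dosing – one concentration, 6.5 µM nominal · Timing – 30-min compound, 1-h challenge, 1-h detection, room temperature · Measured by – Eu-cAMP/anti-cAMP TR-FRET, emission 671 nm · Replicates – singlicate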
CaV13 FRET inh = Primary screen for inhibitors of IQ motif and Ca2+-dependent inactivation inhibitor domain binding in CACNA1D, Förster resonance energy transfer in living cells, …; HEK cells, CFP/YFP FRET ICDI-IQ, plate reader, 10 min; percent FRET-ratio fall versus neutral wells; inhibition, % at 12.3 µM; 0.098% of 340,000 active; AID 743397;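 active = mean replicate inhibition of at least 30% and at least 1% of replicates passing that level; inconclusive = only one of the two criteria is met; inactive = neither criterion is met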;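 note: 0% = median of the neutral control wells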
* = called active by the depositor; ? = inconclusive; nt = not tested or not shown.

SMILES	Glyco luc inh	aDG glyco up	PDI turbidity	Cardio protect	Vif imaging	MC4R barr agon	ABCB6 inh MLPCN	m5-HT2A agonist	MC4R antag cAMP	CaV13 FRET inh
CCN(CC)S(=O)(=O)c1ccc(C(=O)OCC(=O)N2CCOCC2)cc1	0.8	0.1	3.9	-3.1	-1.0	-0.9	100.0	4.4	20.3	-17.9
COCc1[nH]nc2c1C(c1ccc(OC)c(OC)c1)C(C#N)=C(N)O2 (stereo not drawn)	0.4	0.0	10.1	4.3	6.4	-0.8	91.0	2.6	-4.0	-0.4
O=C(c1ccc(F)cc1)c1ccc(-c2ccc(F)cc2)nc1	-1.2	0.1	16.0	-8.4	-8.6	3.2	98.0	-2.0	1.1	-20.1
O=C(COc1ccc2c3c(c(=O)oc2c1)CCCC3)NCCCN1CCOCC1	1.5	0.8	11.5	11.8	8.7	-1.6	103.0	4.7	-1.3	-7.2
COc1ccc(OCC(=O)c2c[nH]c3ccccc23)cc1	-3.4	-0.1	1.8	-16.4	-3.2	-0.6	91.0	-3.2	18.2	-6.7
CN(C(=O)c1cc2ccccc2cc1O)C1CCCCC1	-0.7	0.1	-5.9	-7.2	-2.3	-2.8	85.0	-2.8	-5.0	nt
CCc1cc(-c2n[nH]c(=S)n2-c2cccc(C)c2)cs1	0.5	0.2	-1.7	0.9	-4.1	-1.3	92.0	0.6	7.7	-5.0
COc1cccc(C(=O)c2c[nH]c(C(=O)NCc3ccco3)c2)c1	-5.1	0.3	-4.0	-6.1	-5.3	-1.4	100.0	-7.3	8.1	0.1
O=C(Nc1cc(Cl)cc(Cl)c1)Nc1cnccn1	-2.6	-0.4	-10.0	-17.6	-9.7	-3.3	84.0	1.6	-4.5	-5.4
CN1CCN(C(=O)CCc2ncc(C(F)(F)F)cc2Cl)CC1	1.3	0.1	-2.0	2.5	-3.2	-0.6	100.0	-3.5	-0.1	-4.3
CN1CCC(NC(=S)NC2CC2)CC1	0.5	1.0	-18.9	-0.6	2.9	-1.0	97.0	-2.3	2.0	0.1
Cc1cccc(NC(=O)c2cccc(C(=O)Nc3cccc(C)n3)c2)n1	1.0	-0.1	-5.7	0.2	4.9	-0.1	101.0	6.4	10.1	-2.2
O=C1CC(c2ccccc2)CC2=C1C1(CCCC1)N=C(Nc1nc3ccccc3o1)N2 (stereo not drawn)	-2.7	-0.3	-2.7	-5.3	nt	0.4	95.0	-0.6	-1.1	-5.6
Cc1occc1-c1nnc(SCC(=O)NCc2ccco2)n1CC(C)C	0.0	0.1	-2.8	-4.3	-9.9	-2.9	94.0	-6.0	5.2	nt
CC(C)NC(=O)COC(=O)c1ccc(O)cc1	2.3	-0.3	-4.4	-6.4	-2.1	-1.9	92.0	1.3	13.2	-3.3
O=S(=O)(NCCS(=O)(=O)N1CCN(c2ccc(F)cc2)CC1)c1ccc(F)cc1	-2.8	0.2	-5.5	-1.2	-6.8	0.5	97.0	-3.6	-5.0	-16.4
CCCCNC(=O)c1ccccc1NC(=O)c1ccc2c(c1)OCO2	-0.5	0.4	-0.8	-5.7	-0.2	1.3	106.0	9.3	-4.8	10.3
CCn1c(CSc2ncccn2)nnc1SCC(=O)N1CCc2ccccc21	1.0	0.2	6.2	2.6	4.4	-0.4	98.0	6.2	3.8	-5.3
Cc1ccc(C)c(NC(=O)CCC(=O)N2CCOc3ccccc32)c1	-0.2	0.5	nt	8.5	3.3	0.2	102.0	-1.9	5.0	-6.4
CC1=CC(C)(C)N(C(=O)CSc2nnc(N)s2)c2cc(C)c(C)cc21	-1.1	0.3	-3.6	-1.1	-3.0	2.3	102.0	-1.1	5.9	-4.9
S=C(NC1CCCCC1)N1CCN(Cc2ccccc2)CC1	-2.0	0.4	6.2	-5.4	1.8	-1.8	90.0	2.4	0.5	-2.5
Clc1ccc(SCc2cc(-c3ccccc3)no2)cc1	-1.0	0.1	-7.5	-8.4	9.2	2.0	97.0	5.6	-0.1	nt
Cc1cc(C(=O)NC(C)C2CC2)c(Cl)cc1Cl (stereo not drawn)	-0.4	0.0	8.6	2.5	41.5	-0.3	98.0	0.3	3.1	-6.3
C/C(=N\NC(=O)C(N)=O)c1cccc(C(F)(F)F)c1	2.3	-0.2	-2.2	5.9	5.1	1.1	96.0	0.7	0.3	-5.2
CN(C)C=Nc1ncc2c3ccccc3n(CCN(C)C)c2c1C#N	2.3	0.0	-2.5	9.8	-10.2	-0.4	113.0	8.8	4.2	nt
Cc1ccc(NC(=S)N(Cc2cccs2)Cc2cc3cc(C)ccc3[nH]c2=O)cc1	-14.3	0.7	-2.5	2.6	-8.7	-2.0	95.0	3.4	0.9	-3.0
CCCC(c1nnnn1CC1CCCO1)N1CCN(c2nc3ccccc3s2)CC1 (stereo not drawn)	-1.0	0.2	14.2	-1.9	3.0	-3.1	100.0	1.9	1.2	nt
O=C(Cc1ccc(Cl)cc1Cl)OCC(=O)N1CCCCC1	-0.8	-0.1	-3.2	2.9	0.9	-0.9	100.0	4.2	8.5	-3.5
CC(=O)Oc1ccc2c(c1)O/C(=C\c1ccncc1)C2=O	-0.6	-0.1	0.6	8.2	0.1	2.3	101.0	5.6	-25.5	nt
C[C@H](CO)N1C[C@H](C)[C@H](CN(C)S(=O)(=O)c2ccc3ccccc3c2)OCc2cnnn2CCCC1=O	0.3	0.2	12.4	8.0	nt	-0.3	97.0	3.4	3.9	-5.2
Cc1noc(C)c1NC(=O)N(C)C[C@H]1OCCCC[C@@H](C)Oc2ccc(NS(=O)(=O)c3ccccc3)cc2C(=O)N([C@H](C)CO)C[C@@H]1C	0.4	0.0	-2.5	3.0	3.3	-2.2	99.0	-1.0	10.9	nt
CC(NC(=O)c1cc2ccccc2o1)C(=O)O (stereo not drawn)	6.7	0.0	-6.7	5.4	7.2	-0.9	102.0	2.5	4.2	-1.6
O=c1cc(-c2ccc([N+](=O)[O-])cc2)c2cc3c(cc2[nH]1)OCCO3	-3.3	-0.1	-6.8	-7.0	-3.4	0.1	97.0	1.0	23.5	-2.3
COc1ccccc1C/C(N)=N/OC(=O)c1cccc([N+](=O)[O-])c1	0.5	-0.3	3.2	-17.7	nt	0.9	97.0	-8.9	4.1	-3.3
O=C(CC12CC3CC(CC(C3)C1)C2)NCC(=O)N1CCCC1	-1.1	0.0	-8.6	-5.2	21.6	-0.8	90.0	-2.0	14.2	-1.1
NC(=O)N/N=C/c1ccc([N+](=O)[O-])o1	7.0	1.4	-13.8	7.4	-3.5	-0.9	99.0	3.4	-8.2	-4.6
CCCCOC(=O)C1=C(C)NC(=O)NC1c1ccc2c(c1)OCO2 (stereo not drawn)	-1.8	0.0	7.1	-7.1	0.0	1.5	93.0	1.9	9.7	-2.6
O=C(Nc1ccc(F)cc1)c1cc(-c2ccccn2)nc2c(Cl)cccc12	5.4	-0.4	-4.0	1.6	?	0.9	93.0	1.5	30.4*	-5.2
Cc1cc(C)n(CC(=O)N/N=C/c2cc([N+](=O)[O-])ccc2O)n1	2.9	-0.3	-3.9	43.9	-0.3	-3.5	103.0	-16.8	1.7	-3.1
O=C(CCc1ccccc1)NC1(Cc2ccccc2)CCN(CCCc2ccccc2)C1=O (stereo not drawn)	-0.9	0.1	-5.2	-12.8	-2.7	0.1	95.0	0.2	2.2	-9.0

3 entries out of the list above, arranged by the value under ABCB6 inh MLPCN, largest number first:
canonical_smiles | ABCB6 inh MLPCN
O=C(COc1ccc2c3c(c(=O)oc2c1)CCCC3)NCCCN1CCOCC1 | 103.0
CN1CCC(NC(=S)NC2CC2)CC1 | 97.0
CC(C)NC(=O)COC(=O)c1ccc(O)cc1 | 92.0

The list continues:
SMILES	Glyco luc inh	aDG glyco up	PDI turbidity	Cardio protect	Vif imaging	MC4R barr agon	ABCB6 inh MLPCN	m5-HT2A agonist	MC4R antag cAMP	CaV13 FRET inh
O=C(Cc1cccs1)N1CCN=C1SCc1ccc(F)cc1	-2.7	0.0	3.4	-4.3	-0.6	-0.6	100.0	-1.6	-7.6	-4.5
S=C(NCc1ccccc1)Nc1ccc2cn[nH]c2c1	2.1	0.2	-2.4	-6.5	4.6	-1.2	95.0	0.5	7.6	-4.8
CCOc1[nH]n(-c2ccccc2)c(=O)c1C=NCc1cccnc1	0.2	1.0	9.0	-4.8	-2.4	-0.4	109.0	8.9	-2.1	-1.6
CNC(=O)c1cccnc1Nc1cccc(C(F)(F)F)c1	2.9	-0.3	24.2	0.4	nt	-1.0	101.0	-2.5	-11.4	-1.4
O=C(Cn1c(C(=O)N2CCc3ccccc3C2)cc2sccc21)c1ccccc1	-5.1	0.1	10.5	-5.9	-10.4	-2.0	95.0	-4.2	-4.5	-8.0
O=S(=O)(c1ccc(F)c(F)c1)N1CCN(c2ccccn2)CC1	-1.5	0.3	9.6	-1.3	-3.3	-0.5	98.0	3.8	3.3	-5.1
CCN(CC)S(=O)(=O)c1ccc2oc(Nc3ccccc3)nc2c1	3.7	0.9	3.3	-8.6	-4.5	0.1	103.0	2.0	12.2	-5.4
CCC(C(=O)O/N=C(\N)c1ccccc1)c1ccccc1 (stereo not drawn)	-0.8	-0.1	1.1	-1.9	12.5	0.4	94.0	3.3	-2.5	nt
CN(C)c1oc(-c2ccccc2F)nc1C#N	-7.3	-0.2	nt	-1.7	5.7	-1.1	96.0	-1.1	-3.0	-10.3
CC1(C)Cc2c(c(-c3ccccc3)[nH]c(=O)c2C#N)CO1	1.1	0.8	-0.4	-4.8	nt	-2.2	119.0	2.4	-5.8	nt
CCN(CC)C(=O)Cn1c(=O)n(CCC(=O)Nc2ccc(F)cc2)c(=O)c2sccc21	1.1	0.0	5.0	3.9	12.3	-2.6	94.0	3.5	8.3	-2.2
N#CC1(NC(=O)COC(=O)c2ncc(Cl)c(Cl)c2Cl)CCCCC1	-1.2	0.0	0.9	3.4	20.4	0.5	95.0	4.2	6.2	-5.8
COc1cc(CNc2ncnc3c2ncn3[C@H]2CN(Cc3cccc(C(F)(F)F)c3)C[C@@H](COC(C)=O)O2)cc(OC)c1OC	4.8	0.1	7.1	-2.0	-10.3	6.5	95.0	-7.5	7.6	-6.4
CCn1c(SCC(=O)N2CCCc3ccccc32)nc2ccccc2c1=O	-3.3	0.3	0.8	13.0	-9.4	-1.2	96.0	-1.2	8.9	-4.0
CC(=O)Nc1ccc(S(=O)(=O)N[C@@H](C)C(=O)OCC(=O)c2ccc(Br)s2)cc1	5.3	-0.1	12.7	3.9	-3.9	-2.1	100.0	-1.0	33.5*	-9.5
O=C1c2ccccc2C(=O)c2c(NCCCN(CCO)CCO)cccc21	115.6*	0.6	-6.6	5.8	-7.7	-3.1	148.0	-4.0	-23.1	-6.4
O=c1c(Oc2ccccc2)coc2cc(O)cc(O)c12	2.0	-0.2	nt	-4.5	-6.8	1.1	102.0	1.8	-1.3	nt

High-throughput results as filed in PubChem.

The order is random; overall some 3.6% were active at least once.
